Kir21 block – inhibitors of mouse Kir2.1 inward-rectifier potassium channel. HEK293-Kir2.1, FluxOR thallium flux fluorescence; hits give low values. B-score at 10 µM. 310,000 tested, 0.85% active. AID 1672;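 active = fluorescence ratio B-score at or below minus 3 SD of library scores, with starting-brightness B-score within 2 SD, cut at about -4.2 in these data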;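 also: channel flux triggered by added potassium and thallium sulfate stimulus; B-score of peak minus minimum fluorescence over baseline after thallium stimulus; more negative B-score means stronger Kir2.1 block with less thallium influx; some compounds called inactive have numbers as strong as hits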
Target sequence (P35561 whole entry, looked up): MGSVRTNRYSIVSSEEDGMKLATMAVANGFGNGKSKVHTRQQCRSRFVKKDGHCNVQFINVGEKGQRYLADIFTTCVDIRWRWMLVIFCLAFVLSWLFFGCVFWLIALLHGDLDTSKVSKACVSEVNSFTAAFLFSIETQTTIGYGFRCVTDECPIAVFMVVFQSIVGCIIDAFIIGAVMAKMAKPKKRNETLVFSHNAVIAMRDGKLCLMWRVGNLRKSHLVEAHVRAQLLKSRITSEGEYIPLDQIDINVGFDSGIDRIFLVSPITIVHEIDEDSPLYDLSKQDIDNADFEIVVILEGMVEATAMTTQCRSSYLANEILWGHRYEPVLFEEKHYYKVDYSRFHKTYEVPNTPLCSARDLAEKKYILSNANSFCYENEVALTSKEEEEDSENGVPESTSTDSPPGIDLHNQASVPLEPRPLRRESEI
STK33 inh – blocks human STK33 kinase activity; AID 2661; Q9BYT3; purified STK33, MBP phosphorylation, ADP-Glo luminescence; inhibition, % at 10 µM; 320,000 tested, 0.073% active;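 active = inhibition at or above 25%, using the most active replicate where run in duplicate; inactive = inhibition below 25%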
Target sequence (Q9BYT3 whole entry, looked up): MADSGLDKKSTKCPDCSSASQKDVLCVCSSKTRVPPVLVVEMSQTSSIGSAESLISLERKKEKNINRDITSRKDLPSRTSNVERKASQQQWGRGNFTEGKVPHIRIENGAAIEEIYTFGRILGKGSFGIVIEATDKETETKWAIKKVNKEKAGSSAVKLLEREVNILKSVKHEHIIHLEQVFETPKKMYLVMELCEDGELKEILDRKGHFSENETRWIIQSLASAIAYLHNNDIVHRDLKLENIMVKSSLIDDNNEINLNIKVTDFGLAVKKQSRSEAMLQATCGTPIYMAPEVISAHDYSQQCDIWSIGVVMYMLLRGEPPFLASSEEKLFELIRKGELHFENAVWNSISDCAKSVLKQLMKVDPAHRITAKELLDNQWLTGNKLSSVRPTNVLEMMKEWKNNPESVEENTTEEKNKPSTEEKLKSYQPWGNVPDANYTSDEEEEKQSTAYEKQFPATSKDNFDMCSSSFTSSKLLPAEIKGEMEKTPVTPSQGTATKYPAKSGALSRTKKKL
The depositor's hits bear a star. An unsorted share of the library; 0.84% or so of the library scored in one or more.

Results for O=C(CCCCC(=O)NCc1cccs1)NCc1cccs1 ?
Kir21 block: 3.2; STK33 inh: 1.0

Results for Cc1ccc(CN2CCNC(=O)C2CC(=O)N(C)CCc2ccccc2)cc1 (stereo not given) ?
Kir21 block: 0.05; STK33 inh: -1.8

Results for COc1ccccc1/C=C(\NC(=O)c1cccc(C)c1)C(=O)Nc1ccccn1 ?
Kir21 block: -1; STK33 inh: -2.3

Results for O=c1[nH]c2ccc(NC(=S)NC3CCCCC3)cc2[nH]1 ?
Kir21 block: 0.37; STK33 inh: -0.3

How did CC(C)(C)OC(=O)NCCCCCc1cn([C@@H](CO)C(=O)NCCCCCCCCCCC(=O)N2CCN(C(=O)OC(C)(C)C)CC2)nn1 do in these assays?
STK33 inh: -1.0

Results for O=C(CSc1ccc(Cl)cc1)N1CCOCC1 ?
Kir21 block: -0.19; STK33 inh: -0.3

What do the screens show for `O=c1[nH]c2cc3c(cc2cc1CN(CCc1ccccc1)Cc1nnnn1C1CCCC1)OCCO3`?
Kir21 block: -0.09

Results for Cc1ccc(C(=O)Nc2cc(Cl)ccc2OC(=O)c2ccc(C)cc2)cc1 ?
Kir21 block: 0.12; STK33 inh: 0.7

How did O=S(=O)(c1cnc[nH]1)N1CCN(C(c2ccc(F)cc2)c2ccc(F)cc2)CC1 do in these assays?
Kir21 block: -1.1; STK33 inh: 1.1

Results for Cc1nc(SCC(=O)NCc2ccco2)c2c(C)c(C)sc2n1 ?
Kir21 block: 0.58; STK33 inh: -0.3

3 compounds already listed, ordered by molar mass, smallest number first:
Results for Cc1nc(SCC(=O)NCc2ccco2)c2c(C)c(C)sc2n1 ?
Kir21 block: 0.58; STK33 inh: -0.3

Results for Cc1ccc(C(=O)Nc2cc(Cl)ccc2OC(=O)c2ccc(C)cc2)cc1 ?
Kir21 block: 0.12; STK33 inh: 0.7

How did O=S(=O)(c1cnc[nH]1)N1CCN(C(c2ccc(F)cc2)c2ccc(F)cc2)CC1 do in these assays?
Kir21 block: -1.1; STK33 inh: 1.1

Continued.
How did COc1cc(NC(=O)CSc2nc(=O)n(CCCN3CCOCC3)c3c2CCC3)cc(OC)c1 do in these assays?
Kir21 block: -0.59; STK33 inh: -0.3

What do the screens show for `Cc1ccc(NC(=O)CN2C(=O)NC3(CCc4ccccc43)C2=O)cc1Cl` (stereo not given)?
Kir21 block: -0.69; STK33 inh: -0.9

Results for Cc1ccc(C(C)C)c(OC/C(O)=C(\C#N)c2nc3ccccc3[nH]2)c1 ?
Kir21 block: 0.65; STK33 inh: -1.2

What do the screens show for `COc1ccc2c(c1)C(=O)Nc1cc(Cl)ccc1N2`?
Kir21 block: 0.62; STK33 inh: 2.3

What do the screens show for `O=[N+]([O-])c1cc(-c2ccn[nH]2)ccc1Cl`?
Kir21 block: 0.1; STK33 inh: 4.4

Results for COC(=O)c1ccccc1NC(=O)N1CCN(S(C)(=O)=O)CC1 ?
Kir21 block: -1.4; STK33 inh: 0.4

What do the screens show for `O=C(O)c1ccc(N=Nc2c(O)ccc3ncccc23)cc1`?
Kir21 block: 0.03; STK33 inh: 0.1

How did Cc1ccc(NC(=O)Cn2nc(C)c(S(=O)(=O)N(C)C)c2C)cc1C do in these assays?
Kir21 block: -0.74; STK33 inh: -2.0

What do the screens show for `COC(=O)c1cccc(N2C(=O)c3ccccc3S2(=O)=O)c1`?
Kir21 block: 0.41; STK33 inh: -1.0

Results for CC(C)=NOC(=O)c1c(C)noc1-c1snnc1C ?
Kir21 block: 0.4; STK33 inh: -0.3

What do the screens show for `CC(=O)OCC1O[C@@H](O[C@@H]2C[C@H]3C(C)(C)[C@H](OC(C)=O)CC[C@]3(C)[C@H]3CC[C@]45C[C@]4(CC[C@H]5[C@@H](C)C[C@@H](O)[C@H](O)C(C)(C)O)[C@@]32C)[C@H](O)[C@@H](O)[C@@H]1O` (stereo not given in full)?
Kir21 block: 0.35; STK33 inh: 0.6

Results for CCc1cc(C)c(O)c(CC)n1 ?
Kir21 block: 1.2; STK33 inh: 2.6

What do the screens show for `COC(=O)C1=C(C(=O)OC)SC2(S1)C(C(=O)OC)=C(C(=O)OC)SC1=C2c2cccc(C)c2NC1(C)C`?
Kir21 block: -1.3; STK33 inh: -0.4

How did CCOc1cccc2cc(-c3csc(NC(=O)CCC(=O)N4CCC(C)CC4)n3)c(=O)oc12 do in these assays?
Kir21 block: 0.08; STK33 inh: -1.2

What do the screens show for `Cn1c(=O)c([N+](=O)[O-])c(NC2CCS(=O)(=O)C2)c2ccccc21` (stereo not given)?
Kir21 block: 0.51; STK33 inh: -0.7

Results for COc1ccc(-c2csc(C)n2)cc1OC ?
Kir21 block: 1.4; STK33 inh: -0.8

How did O=C(NC(NC(=S)Nc1ccc(Cl)cc1)C(Cl)(Cl)Cl)c1ccco1 (stereo not given) do in these assays?
Kir21 block: 1.7; STK33 inh: -0.3

How did O=C(Nc1cc(C(=O)N2CCCC2)ccc1N1CCCC1)c1ccccc1F do in these assays?
Kir21 block: 0; STK33 inh: -2.1

How did CSc1nc(-c2ccccc2)cc(C(F)(F)F)c1C#N do in these assays?
Kir21 block: -1.7; STK33 inh: -1.2

Results for Cc1cccc(-c2nnc(SCC#N)n2Cc2ccccc2)c1 ?
Kir21 block: 1.9; STK33 inh: -1.1

How did O=C(N/N=C1/CCS(=O)(=O)c2ccc(F)cc21)c1cccnc1 do in these assays?
Kir21 block: 0.73; STK33 inh: -1.1

Results for CCOC(=O)N1CCN(CC(=O)n2c(C)c(C)c3ccccc32)CC1 ?
Kir21 block: 0.17; STK33 inh: 0.9

What do the screens show for `O=C(CCCc1ccccc1)N=C1SC2CS(=O)(=O)CC2N1c1ccccc1` (stereo not given)?
Kir21 block: 2.2; STK33 inh: 0.5

What do the screens show for `O=C(Nc1nnc(-c2ccccc2F)s1)c1cccnc1`?
Kir21 block: -0.53; STK33 inh: -0.9

What do the screens show for `Cc1ccc(C(=O)Nc2cccc(N3C(=O)C4CCC(C)CC4C3=O)c2)cc1` (stereo not given)?
Kir21 block: -0.05; STK33 inh: -2.8

What do the screens show for `CCOc1ncccc1C(=O)OCc1cccc([N+](=O)[O-])c1`?
Kir21 block: 0.35; STK33 inh: -2.7

How did CN(C)c1ccc(NC(=O)CCN2CCN(c3ccccn3)CC2)cc1 do in these assays?
Kir21 block: 0.36; STK33 inh: -1.1

Results for CN(Cc1ccccc1)C(=O)CCNS(=O)(=O)c1ccc2c(c1)oc(=O)n2C ?
Kir21 block: -1.3; STK33 inh: -0.4

Results for Cc1ccc(S(=O)(=O)N2CCCC2C(=O)NCc2ccc3c(c2)OCO3)cc1 (stereo not given) ?
Kir21 block: 0.12; STK33 inh: -1.4

Results for O=C(NCCOc1ccccc1)C1Nc2ccc(C(F)(F)F)cc2C2c3ccccc3CC12 (stereo not given) ?
Kir21 block: 1.6; STK33 inh: 7.0

Brought forward from above: four compounds; new compounds follow.
How did CN(C)c1ccc(NC(=O)CCN2CCN(c3ccccn3)CC2)cc1 do in these assays?
Kir21 block: 0.36; STK33 inh: -1.1

Results for CN(Cc1ccccc1)C(=O)CCNS(=O)(=O)c1ccc2c(c1)oc(=O)n2C ?
Kir21 block: -1.3; STK33 inh: -0.4

Results for Cc1ccc(S(=O)(=O)N2CCCC2C(=O)NCc2ccc3c(c2)OCO3)cc1 (stereo not given) ?
Kir21 block: 0.12; STK33 inh: -1.4

Results for O=C(NCCOc1ccccc1)C1Nc2ccc(C(F)(F)F)cc2C2c3ccccc3CC12 (stereo not given) ?
Kir21 block: 1.6; STK33 inh: 7.0

How did C=CCc1cccc(/C=N/c2nc3ccccc3n2CC)c1O do in these assays?
Kir21 block: 1; STK33 inh: 0.2

What do the screens show for `Cc1csc(-c2cnn(-c3ccccc3)c2NC(=O)c2cccc(C(F)(F)F)c2)n1`?
Kir21 block: -3.9; STK33 inh: 0.1

How did Clc1ccc(NC2=NCCC2)cc1Cl do in these assays?
Kir21 block: -0.42; STK33 inh: -1.9

What do the screens show for `COc1ccc(OCCSc2n[nH]c(N)n2)cc1`?
Kir21 block: 0.18; STK33 inh: -0.8

Results for Cc1cc(C)n(C(=O)COc2ccccc2[N+](=O)[O-])n1 ?
Kir21 block: -0.55; STK33 inh: 0.4

What do the screens show for `Cc1ccc(NC(=S)Nc2cccc3cnccc23)cc1`?
Kir21 block: 0.03; STK33 inh: 1.0

How did Cc1nn(CCCC(=O)O)c(C)c1[N+](=O)[O-] do in these assays?
Kir21 block: -0.42; STK33 inh: -1.1

How did O=C(Nc1cccc(-c2nc3ccccc3s2)c1)C1=COCCO1 do in these assays?
Kir21 block: 0.11; STK33 inh: 0.8

Results for O=S1(=O)N=C(c2ccccc2)c2ccccc21 ?
Kir21 block: 1.1; STK33 inh: 2.2

How did COc1ccc(C(CNC(=O)CSc2ccc(Br)cc2C)N2CCOCC2)cc1 (stereo not given) do in these assays?
Kir21 block: -0.95; STK33 inh: -1.1

How did COc1cnc(-c2ccccn2)nc1Oc1ccc(Cl)c2ccccc12 do in these assays?
Kir21 block: 1.3; STK33 inh: -1.4

What do the screens show for `O=C(COc1ccccc1)Nc1nc(-c2cccnc2)cs1`?
STK33 inh: -0.9

What do the screens show for `Cc1ccc(-c2noc(C3CCCN(C(=O)C4CCCCC4)C3)n2)o1` (stereo not given)?
Kir21 block: -1; STK33 inh: -0.5

How did CC(=O)Nc1ccc(S(=O)(=O)NCC(=O)OCC(=O)c2ccc[nH]2)cc1 do in these assays?
STK33 inh: -2.1

Results for O=C(Nc1nccs1)c1c(O)c2cccc3c2n(c1=O)CCC3 ?
Kir21 block: -0.84; STK33 inh: -0.2

How did COc1ccc(N2CC(C(=O)N/N=C/c3cccs3)CC2=O)cc1 (stereo not given) do in these assays?
Kir21 block: -0.25; STK33 inh: 0.4

What do the screens show for `O=C(CCc1ccccc1)NC(=S)Nc1ccccc1[N+](=O)[O-]`?
Kir21 block: 0.04; STK33 inh: -0.8

Results for CSc1nnc(-c2cccs2)n1C ?
Kir21 block: 1.5; STK33 inh: -2.2

Results for CCOC(=O)CCP(=O)(O)C(C)(O)c1ccccc1 (stereo not given) ?
Kir21 block: -1.2; STK33 inh: 0.6

What do the screens show for `CCc1ccc(NC(=S)NCc2cccnc2)cc1`?
Kir21 block: -0.14; STK33 inh: -2.2

What do the screens show for `O=C1Cc2ccccc2Sc2ccccc21`?
Kir21 block: -0.82; STK33 inh: -2.3

How did O=C(CCC(=O)OCC(F)(F)C(F)F)Nc1ccc(F)cc1F do in these assays?
Kir21 block: 0.11; STK33 inh: -1.2

How did Cc1cc(C(=O)COc2cccnc2[N+](=O)[O-])c(C)n1-c1ccccc1F do in these assays?
Kir21 block: -0.24; STK33 inh: -0.5

Results for CCOC(=O)N1CCC(NC(=O)c2cccc3c2C(=O)N(CCOC)C3)CC1 ?
Kir21 block: -1.7; STK33 inh: -0.4

How did CCc1ccc(OCCOCC(O)CNC(C)(C)C)cc1 (stereo not given) do in these assays?
Kir21 block: 0; STK33 inh: -0.3

How did Cc1cc(C)cc(NC(=S)NCc2cccnc2)c1 do in these assays?
Kir21 block: -0.05; STK33 inh: 0.2

How did O=C(COC(=O)/C=C/c1ccc(Cl)cc1Cl)NCc1ccco1 do in these assays?
Kir21 block: -1.8; STK33 inh: -0.6

Results for CC1CCc2nc(NC(=O)CSc3nc4ccccc4o3)sc2C1 (stereo not given) ?
Kir21 block: 2.5; STK33 inh: 0.3

How did O=C1CN(C(=O)c2ccccc2F)C(c2ccc(F)cc2)c2cc(F)ccc2N1 (stereo not given) do in these assays?
Kir21 block: -2; STK33 inh: 0.3

Results for Cc1cccc(Nc2nnc(SCC(=O)NC(=O)Nc3ccc4c(c3)OCCO4)s2)c1 ?
Kir21 block: 1.8; STK33 inh: -1.0

What do the screens show for `CCCC(C(=O)NNC(=O)c1ccncc1)c1ccccc1` (stereo not given)?
STK33 inh: -1.5

Results for Cn1c(CN2CCN(CC#N)CC2)c(C#N)c2ccccc21 ?
Kir21 block: -0.01; STK33 inh: 0.0

What do the screens show for `COc1nnc(-c2ccc(C)cc2)c2ccccc12`?
Kir21 block: -1.2; STK33 inh: -0.1

How did COc1ccc(CCNC(=O)c2ccc(CS(=O)(=O)c3ccc(C)cc3)o2)cc1OC do in these assays?
Kir21 block: 0.01; STK33 inh: -0.8

Results for CCC(C)C(=O)Nc1ncc2c(n1)CC(c1cccs1)CC2=O (stereo not given) ?
Kir21 block: -1.2; STK33 inh: 0.2

What do the screens show for `CC(C)Sc1nnc(NC(=O)c2ccc3c(c2)OCO3)s1`?
Kir21 block: -0.29; STK33 inh: -0.5

Results for O=C(Cn1nc(-c2cccs2)ccc1=O)Nc1ccc(Br)cc1 ?
Kir21 block: 1.4; STK33 inh: -1.1

What do the screens show for `Cc1ccccc1C(=O)NN(C)c1nc2ccccc2nc1C(F)(F)F`?
Kir21 block: 0.6; STK33 inh: -1.9

How did COc1ccc(-c2nnc(SCC(=O)c3cccs3)o2)cc1 do in these assays?
Kir21 block: -0.61; STK33 inh: -1.4

How did COc1ccc(N=C2C(=Nc3ccc(OC)cc3)N(c3ccccc3)C(=S)N2C(=O)c2ccc(Cl)cc2)cc1 do in these assays?
Kir21 block: 0.03; STK33 inh: -0.3

How did Cn1cc([N+](=O)[O-])c(C(=O)NCC(=O)O)n1 do in these assays?
Kir21 block: -0.15; STK33 inh: -2.4

Results for COC(Cc1ccccc1N1CCCC1=O)OC ?
Kir21 block: 0.06; STK33 inh: 0.8

What do the screens show for `COc1ccc(NS(=O)(=O)c2cccc(C(=O)NNC(=O)c3cccc(NC(C)=O)c3)c2)cc1`?
Kir21 block: -0.26; STK33 inh: 0.0

What do the screens show for `COC(=O)CC1SC(=O)NC1=O` (stereo not given)?
Kir21 block: 1.1; STK33 inh: -2.4

How did COc1ccccc1C(=O)Nc1ccc2c(c1)nc(CCNC(=O)c1ccco1)n2C do in these assays?
Kir21 block: 0.6; STK33 inh: -0.3

How did CC1CCC(NC(=O)C2CCN(c3nc4ccccc4s3)CC2)CC1 (stereo not given) do in these assays?
Kir21 block: -0.19; STK33 inh: -0.6
